Compound activity deposited in PubChem by National Center for Advancing Translational Sciences (NCATS).
SMN2 splice up – increases expression of the SMN2 splice variant | 210,000 compounds, 2.8% hits | HEK293 SMN2-luciferase splicing reporter, luminescence, 30-36 h | Potency, µM (highest dose often 46.1 µM), for the others: top-dose activity change, positive = activation, actives largely listed as activators; note: % of control where 0% means no effect; nearly all actives have a fitted effect of over 55% in size
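HEK293 cells carry an SMN2 minigene-luciferase reporter in which exon 7 inclusion puts luciferase in frame. Cells were seeded at 2000 cells/well, attached for 10-12 hours, then exposed to compounds for 30-36 hours at 37C before ONE-Glo luminescence.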
Tau fibril ThT – blocks human tau fibril formation measured by thioflavin T; Potency, µM (top dose mostly 57.4 µM), without a hit: top-dose activity, negative = inhibition, hits mostly inhibitors; recombinant tau K18 P301L (four-repeat tau fragment), heparin-induced fibrillization, ThT fluorescence; 270,000 compounds, 2.1% hits; note: % is set by controls: 0 for no effect and ±100 for the full control effect; nearly all actives have a fitted effect of over 55% in size
Target sequence (P10636 561-689 P618L limits assumed): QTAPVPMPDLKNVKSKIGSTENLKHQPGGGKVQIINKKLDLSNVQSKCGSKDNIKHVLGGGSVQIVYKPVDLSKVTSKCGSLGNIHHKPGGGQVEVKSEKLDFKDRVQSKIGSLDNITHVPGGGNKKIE
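Heparin-induced fibrillization of the P301L-mutant K18 repeat-domain fragment of human tau was followed by ThT binding in quantitative high-throughput format.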
Active calls of the source: *; ? = inconclusive; [ ] = remark or other dose. Calls come from the whole dose curve; as a rule, active = well fitted curve in the direction sought with a large enough effect; inconclusive = small, poorly fitted or top-dose-only effect, or another doubt; inactive = no such curve, though single readings can be large; an effect the other way counts as inactive or inconclusive. Potency is the fitted concentration of half-maximal effect. The list is partial; rates above refer to the full screens.

SMILES	SMN2 splice up	Tau fibril ThT
N#C/C(=C/c1ccc(O)cc1)c1nc(-c2ccc(-c3ccccc3)cc2)cs1	-3%	?
CC(C)(Oc1ccc(Cl)cc1)C(=O)Nc1nc2ccc(S(C)(=O)=O)cc2s1	-16%	-16%
Cc1cccc(N2CCN(C(=O)c3cc4c(=O)[nH]c5ccc(C)cc5c4s3)CC2C)c1 (stereo not drawn)	-9%	?
CCOc1ccc(-c2cc(NC(=O)c3ccccc3)c(C(=O)OC)s2)cc1	13%	-5%
Cc1ccccc1NC(=O)CCOc1ccccc1	28%	-14%
COc1ccc2nc(NC(=O)c3nc(SCc4ccccc4F)ncc3Cl)sc2c1	9%	1%
O=C(Nc1ccc(Cl)c(-c2nc3cc(Cl)ccc3o2)c1)c1cc2ccccc2o1	-7%	-3%
Cc1oc2ccc(O)c(CN3CCOCC3)c2c1C(=O)Nc1ccc(C(C)C)cc1	-23%	?
Cc1ccc(OCCn2c(-c3ccc(Br)cc3)nc3ccccc3c2=O)cc1C	-1%	-7%
COc1ccccc1/C=C/c1nc(C#N)c(N2CCCCCC2)o1	17%	?
CCN(CC)CCCNC(=O)Cn1ncc2c3ccccc3n(Cc3ccccc3)c2c1=O	5%	5%
Cc1ccc(-n2nc(CO)c(C(=O)NC(C)CCCc3ccccc3)n2)cc1 (stereo not drawn)	-18%	0%
Cc1ccc(C)c(N2CCN(C(=O)c3ccc(Nc4nc5ccccc5n5nnnc45)cc3)CC2)c1	8%	-11%
Cc1coc2c(C)c3oc(=O)c(CC(=O)NCCc4ccc(Cl)cc4)c(C)c3cc12	6%	-2%
CCOc1ccccc1C(=O)Nc1c(NC)c2ccccc2oc1=O	-1%	?

Another view of some results above.
Values run as follows: SMN2 splice up | Tau fibril ThT
Cc1ccc(C)c(N2CCN(C(=O)c3ccc(Nc4nc5ccccc5n5nnnc45)cc3)CC2)c1
  8% | -11%
Cc1coc2c(C)c3oc(=O)c(CC(=O)NCCc4ccc(Cl)cc4)c(C)c3cc12
  6% | -2%
CCOc1ccccc1C(=O)Nc1c(NC)c2ccccc2oc1=O
  -1% | ?

Going on with the list.
SMILES	SMN2 splice up	Tau fibril ThT
CCOC(=O)C1CCN(C(=O)C2CCN(C3=NS(=O)(=O)C(c4ccc(C)c(C)c4)=C3C)CC2)CC1	-3%	?
COc1ccccc1C(=O)Nc1nc2nc(C)cc(=O)n2[nH]1	-11%	3%
Cc1cc(NS(=O)(=O)c2ccc(NC(=O)COc3ccccc3Br)cc2)no1	0%	-15%
COc1ccc(CNC(=O)Cn2nnc(-c3ccccc3F)n2)cc1	1%	-5%
Cc1ccc(NC(=O)Cn2c(=O)n(CCC(=O)NCc3ccc4c(c3)OCO4)c(=O)c3sccc32)c(C)c1	-9%	11%
COC(=O)c1c(NC(=O)c2cc(=O)c3cc(C)cc(C)c3o2)sc2c1CCC2	-6%	1%
C#CCn1c(C2CC(=O)N(c3ccc(OC)cc3)C2)nc2ccccc21 (stereo not drawn)	-6%	-10%
Cc1ccc(C2N3CC4(C)CN2CC(c2ccccc2)(C3)C4=O)cc1 (stereo not drawn)	5%	-11%
CCOc1ccc(CNC(=O)c2cc3c(=O)oc4ccc(C)cc4c3s2)cc1	-6%	1%
CCn1c(=O)cc(OCC(=O)N2CCN(c3ccc(C)cc3)C(C)C2)c2ccccc21 (stereo not drawn)	15%	-15%
CCCNc1nc2c(c(=O)n(C)c(=O)n2C)n1CC(O)COc1ccccc1 (stereo not drawn)	-3%	-12%
O=C(Nc1ccccc1F)c1nc(SCc2ccc(F)cc2)ncc1Cl	2%	-6%
CCc1ccccc1NC(=O)Cn1nnc(C(=O)NCc2ccco2)c1N	-8%	0%
COc1ccc(CCNC(=O)CCCn2c(=O)c3ccccc3n(Cc3c(C)cc(C)cc3C)c2=O)cc1OC	3%	0%
CCOC(=O)c1cc2c(=O)n3ccccc3nc2n(Cc2ccco2)c1=NC(=O)c1cccc(F)c1	1%	-9%
CC(C)Cn1c(-c2ccccc2Cl)nc2ccccc21	-8%	4%
Cc1ccc(N(C)C(CNS(=O)(=O)c2ccccc2)c2ccccc2)cc1 (stereo not drawn)	-8%	-16%
COc1ccc(-c2ccc(-c3noc(-c4cc(OC)cc(OC)c4)n3)c(OC)n2)cc1	4%	?
Cc1ccn2c(Nc3c(C)cccc3C)c(-c3ccsc3)nc2c1	-25%	-14%
CCOc1ccc(-c2nn(-c3ccc(F)cc3)c3c2cnc2ccc(F)cc23)cc1	-6%	-2%
Brc1cccc(-c2nnn3c2nc(NCc2ccc4c(c2)OCO4)c2ccccc23)c1	14µM*	17%
CCCCNC(=O)C1CCN(S(=O)(=O)c2cc(Br)cc3c2N(C(=O)CC)CC3)CC1	-2%	-5%
CCOc1ccc(NC(=O)CSc2ccc3ccccc3n2)cc1	6%	-7%
O=C(COc1ccccc1)Nc1sc2c(c1C(=O)Nc1ccccc1)CCCCC2	-4%	-18%
CCCCC(CC)CNC(=O)c1ccc(Cn2c(=O)[nH]c3cc(OC)c(OC)cc3c2=O)cc1 (stereo not drawn)	-6%	3%
CCOC(=O)c1c(C)n(-c2ccccc2)c2ccc(OC(=O)c3ccc(OCC)c(OCC)c3)cc12	-17%	?
COc1ccccc1NC(=O)Cn1c(=O)n(Cc2ccccc2)c(=O)c2sc3ccccc3c21	3%	?
CCn1c(=O)cc(OCC(=O)N2CCN(c3ccccc3OC)CC2)c2ccccc21	12%	-12%
CC(=O)c1cccc(NC(=O)Cn2c(=O)oc3cc(S(=O)(=O)NC4CCCC4)ccc32)c1	19%	-17%
CCc1ccc(-n2c(=O)c3c4c(sc3n(Cc3ccc(C)cc3)c2=O)CCC4)cc1	6%	-5%
CCOC(=O)c1ccc(N2C(=O)c3n[nH]c(-c4ccco4)c3C2c2cccc(OC)c2)cc1 (stereo not drawn)	-31%[inhibitor]	8%
CCCn1c(=O)sc2cc(NC(=O)c3ccccc3OCC)ccc21	-9%	-9%
Cc1cccc(N2CCN(C(=O)Cn3ncc4c5ccccc5n(C)c4c3=O)CC2C)c1 (stereo not drawn)	-12%	?
CCOC(=O)N1CCc2c(sc3c2c(=O)n(CCc2ccccc2)c(=O)n3Cc2c(F)cccc2Cl)C1	3%	-12%
COc1cc(-c2nnc(SCC(=O)N3CCCc4ccccc43)o2)cc(OC)c1OC	13%	?
COc1ccc(CNC(=O)Cn2nnc(-c3ccc(S(C)(=O)=O)cc3)n2)cc1	-3%	5%
CCN1CCN(c2cc(C)c3cc(NC(=O)c4cc(Cl)ccc4OC)ccc3n2)CC1	-12%	14µM*
COC(=O)c1cc(NC(=O)CCc2c(C)nc3nc(C)nn3c2C)cc(C(=O)OC)c1	-4%	-4%
CC(C)(C)C(=O)Cn1c(=O)n(-c2ccc(Cl)c(Cl)c2)c(=O)c2c3c(sc21)CCCC3	-2%	-11%
CC1=C(C(N)=O)C(c2cccc(C)c2)n2nc(-c3cccc(C)c3)nc2N1 (stereo not drawn)	2%	2%
Cc1ccccc1-c1nnc(CN2CCN(c3ccccn3)CC2)o1	-22%	-7%
Cc1ccccc1NC(=O)CSC1=Nc2ccccc2C2=NC(CCC(=O)NCc3ccccc3)C(=O)N12 (stereo not drawn)	4%	-8%
COc1ccc(CNC(=O)c2ccc(CNS(=O)(=O)c3ccc(OC)cc3)cc2)cc1	-10%	3%
O=C(CCn1cnnn1)Nc1cc(C(F)(F)F)cc(C(F)(F)F)c1	1%	-11%
COc1ccc(NC(=O)Nc2sc3nc4n(c(=O)c3c2C)CCC(C)CC4)cc1OC (stereo not drawn)	-8%	?

Full records as entered above. Screens in order: SMN2 splice up, Tau fibril ThT
Entry for `O=C(CCn1cnnn1)Nc1cc(C(F)(F)F)cc(C(F)(F)F)c1` = 1%, -11%
Entry for `CCOC(=O)N1CCc2c(sc3c2c(=O)n(CCc2ccccc2)c(=O)n3Cc2c(F)cccc2Cl)C1` = 3%, -12%
Entry for `CC(C)(C)C(=O)Cn1c(=O)n(-c2ccc(Cl)c(Cl)c2)c(=O)c2c3c(sc21)CCCC3` = -2%, -11%
Entry for `CCOC(=O)c1ccc(N2C(=O)c3n[nH]c(-c4ccco4)c3C2c2cccc(OC)c2)cc1` (stereo not drawn) = -31%[inhibitor], 8%
Entry for `CCN1CCN(c2cc(C)c3cc(NC(=O)c4cc(Cl)ccc4OC)ccc3n2)CC1` = -12%, 14µM*

(more compounds)
SMILES	SMN2 splice up	Tau fibril ThT
Cc1ccc2c(C)c(C(=O)N(Cc3ccc(Cl)cc3)C3CCS(=O)(=O)C3)oc2c1 (stereo not drawn)	-6%	-2%
Cc1ccc(C)c(N2CCN(S(=O)(=O)c3ccc(C4CCCCC4)cc3)CC2)c1	3%	-7%
CCC1=Nc2cc(C(=O)N3CCC(C)CC3)ccc2Sc2ccc(C)cc21	-1%	-16%
COc1ccc(NC(=O)CC2C(=O)N(c3ccc(C)cc3)C(=O)N2Cc2ccc3c(c2)OCO3)cc1 (stereo not drawn)	-10%	11%
Cc1cc(C)c2oc(-c3cccc(NC(=O)c4cccc(F)c4)c3C)nc2c1	13%	-8%
Cc1ccc(-c2nc3nc(C)cc(N4CCN(c5cc(Cl)ccc5C)CC4)n3n2)cc1	6%	-13%
COc1ccc(CCNC(=O)c2cc3c(=O)[nH]c4ccc(C)cc4c3s2)cc1OC	-7%	-2%
CCOc1ccc(NC(=O)C2CCN(S(=O)(=O)c3c(C)noc3/C=C/c3cccs3)CC2)cc1	-5%	-5%
COC(=O)c1sc(N2C(=O)c3oc4ccc(C)cc4c(=O)c3C2c2ccc(O)c(OC)c2)nc1C (stereo not drawn)	-4%	?
O=C(O)C1=CC(c2ccc(Br)cc2)n2ncnc2N1 (stereo not drawn)	-3%	-1%
Cc1ccc(N(CC(O)Cn2c3ccccc3c3ccccc32)S(=O)(=O)c2ccc(F)cc2)cc1 (stereo not drawn)	-35%[inhibitor]	-16%
Cc1cc(C)n2c(Nc3ccc4c(c3)OCCO4)c(-c3ccc(Cl)cc3)nc2n1	-11%	-11%
COc1ccc(CCNC(=O)CCc2c(C)nc3nc(C)nn3c2C)cc1OC	10%	-9%
CCCSc1ncc(Cl)c(C(=O)N(Cc2ccc(Cl)cc2)Cc2ccco2)n1	-23%	-13%
COc1ccc(-c2nc3cc(C)ccn3c2NC(=O)c2cccc(F)c2)cc1	14%	-15%

Marked active in Tau fibril ThT (from the list above):
SMILES	Tau fibril ThT
CCN1CCN(c2cc(C)c3cc(NC(=O)c4cc(Cl)ccc4OC)ccc3n2)CC1	14µM*

Later entries.
SMILES	SMN2 splice up	Tau fibril ThT
CCCSc1nnc2c(n1)OC(c1cccs1)Nc1ccc(Br)cc1-2 (stereo not drawn)	-7%	-5%
CCN(C(=O)c1ccc(C(=O)N(CC)c2ccccc2C)cc1)c1ccccc1C	-7%	-6%
CCc1ccccc1NC(=O)CSc1nnc(COc2ccccc2Cl)o1	-10%	-15%
O=C(NCCn1cc(SCc2ccccc2F)c2ccccc21)c1cccs1	-42%[inhibitor]	?
CCCN(c1ccc(C(C)C)cc1)S(=O)(=O)c1ccc2c(c1)CCN2C(=O)CC	5%	3%
CCCCc1ccc(NC(=O)C2(C)Cc3ccccc3C(=O)O2)cc1 (stereo not drawn)	-16%	-12%
O=C(CN1CCCN(S(=O)(=O)c2ccc(Br)cc2)CC1)Nc1cccc(C(F)(F)F)c1	-45%[inhibitor]	-21%
O=c1nc2n(-c3ccccc3F)c3ccccc3cc-2c(=O)[nH]1	5%	?
CC1=C(C(=O)OC2CCCC2)C(c2c(Cl)cccc2Cl)CC(=O)N1 (stereo not drawn)	-10%	-15%
CN(Cc1ccccc1)C(=O)Cn1ncc2c3ccccc3n(Cc3cccc(Cl)c3)c2c1=O	14%	-1%
COc1ccc(N(C(=O)COc2ccccc2OC)S(=O)(=O)c2ccc(Cl)cc2)cc1	-18%	?
COc1ccc(OC)c(Nc2nc3ccccc3n3c(C)nnc23)c1	15%	-6%
COc1ccc(CN(CCC(c2ccc3c(c2)OCO3)c2ccccc2OC)C(C)=O)cc1 (stereo not drawn)	-21%	?
COc1ccc(N2CC3=C(C2=O)C(c2ccc(Br)cc2)NC(=O)N3C)cc1 (stereo not drawn)	15%	-3%
CCOC(=O)c1ccc(N2C(=O)c3n[nH]c(C)c3C2c2ccc(C(C)(C)C)cc2)cc1 (stereo not drawn)	-11%	6%
CC(C)(C)c1ccc(C(=O)N(Cc2ccc(F)cc2)Cc2ccco2)cc1	-23%	?
Cc1ccc(Cl)cc1NC(=O)NCc1cccn1Cc1ccc(F)cc1	-2%	3%
CCCCC12CN3CC(C)(CN(C1)C3c1c(C)[nH]c(=O)[nH]c1=O)C2=O (stereo not drawn)	2%	-4%
CCOC(=O)c1ccc(NC(=O)c2ccc(-c3cccc(Cl)c3C)o2)cc1	-11%	?
